GLP-1R agonist: activates the human GLP-1 receptor | AID 624172 | P43220 | HEK293 GLP-1R CRE-luciferase, luminescence, 4-6 h; cells express a hypersensitive GLP-1R form | Potency, µM (titrated, usually from 45.6 µM), for the others: at the top dose activation, hits mostly activators | 0.007% of 380,000 active; also: % of control where 0% means no effect
Target sequence (P43220 whole entry, looked up): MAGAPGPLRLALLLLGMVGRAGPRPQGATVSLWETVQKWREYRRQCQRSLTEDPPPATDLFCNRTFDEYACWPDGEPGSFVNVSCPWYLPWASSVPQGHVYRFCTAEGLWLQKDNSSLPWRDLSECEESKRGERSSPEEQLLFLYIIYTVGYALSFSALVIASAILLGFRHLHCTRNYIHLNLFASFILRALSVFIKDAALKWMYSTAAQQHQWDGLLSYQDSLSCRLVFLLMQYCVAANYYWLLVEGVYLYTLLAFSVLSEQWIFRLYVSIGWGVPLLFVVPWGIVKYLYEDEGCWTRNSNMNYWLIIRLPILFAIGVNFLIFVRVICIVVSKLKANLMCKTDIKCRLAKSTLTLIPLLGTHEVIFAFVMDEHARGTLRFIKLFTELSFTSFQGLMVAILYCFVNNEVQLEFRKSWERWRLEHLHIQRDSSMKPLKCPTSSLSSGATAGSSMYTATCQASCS
SW480 rereplic: inducers of DNA re-replication in SW480 colon cancer cells; 1.8% of 340,000 active; AID 624297; Potency, µM (titrated, usually from 46.1 µM), without a hit: top-dose re-replication activation, hits mostly activators; SW480 DNA re-replication, Hoechst DNA content imaging, 48 h; also: % of control where 0% means no effect; nearly all actives have a fitted effect of over 55% in size
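Image-based DNA-content assay: after two days of treatment, nuclei were labelled with the DNA dye Hoechst and imaged, and hits were compounds raising the count of nuclei showing high fluorescence intensity.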
GLP1R inv ag: inverse agonists of human GLP-1 receptor; HEK293 GLP-1R CRE-luciferase, luminescence, 24 h; GLP-1R form is constitutively active; Potency, µM (titrated, usually from 38.3 µM), for the others: at the top dose activity change, negative = inhibition, most hits filed as inhibitors; 1.6% of 410,000 active; P43220; also: % is scaled to controls: 0 for no effect and ±100 for the full control effect; nearly all actives have a fitted effect of over 55% in size
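Cells are plated, allowed 12 hours at 37 deg C, then treated with compounds for 24 hr before luciferase detection reagent is added and luminescence is read after 12 min at room temperature. The HEK293 line carries constitutively active GLP-1R with a cAMP-responsive reporter.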
HT1080NT lethal: kills 2HG-producing HT-1080-NT fibrosarcoma cells. HT-1080-NT fibrosarcoma viability, CellTiter-Glo ATP luminescence, 48 h. Potency, µM (doses to about 46.1 µM), for inactives: at the highest dose activity, negative = less viability, hits mostly cytotoxic. 1.6% of 360,000 active;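 also: NT is the 2HG producing partner of a matched IDH1 knockdown line; 0% = DMSO-treated cells and -100% = media-only wells without cells; nearly all actives have a fitted effect of over 55% in size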
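750 cells/well, RPMI + 5% FBS; 2 h settle, compound pin-transfer, 48 h at 37 degrees C. CellTiter-Glo 10 min RT, luminescence. Normalized to DMSO and media-only wells.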
KB-3-1 cytotox: KB-3-1 parental cell cytotoxicity; KB-3-1 viability, CellTiter-Glo ATP luminescence, 72 h; Potency, µM (series often up to 46.1 µM), inactives show at the highest dose activity change, negative = cytotoxic, hits mostly cytotoxic; 1.4% of 400,000 active; AID 1347075; also: % is scaled to controls: 0 for no effect and ±100 for the full control effect; nearly all actives have a fitted effect of over 60% in size
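Cytotoxicity in the drug-sensitive parental line KB-3-1 was scored as loss of CellTiter-Glo luminescence following 72 h incubation with compound. Values come from curve fitting of normalized concentration-response data.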
HT1080 IDH1KD tx: kills HT-1080 cells with IDH1 knockdown. HT-1080 IDH1 knockdown viability, ATP luminescence, 48 h. Potency, µM (doses to about 46.1 µM), without a hit: top-dose activity, negative = toxicity, most hits filed as cytotoxic. 2% of 360,000 active. AID 686971;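 also: 0% = DMSO wells and -100% = cell-free medium wells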
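After a 2 h attachment period, IDH1KD HT-1080 cells took pin-transferred compound for 48 h at 37 °C; ATP-based luminescence after 10 min room-temperature reagent incubation reported viability.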
TDP-43 yeast inh: rescues yeast growth from TDP-43 toxicity. TDP-43 expressing yeast growth rescue, BacTiter-Glo, 24 h. Potency, µM (highest dose often 46.1 µM), inactives show at the highest dose growth rescue (activation), hits mostly activators. 1.8% of 410,000 active. AID 652104; also: % of control where 0% means no effect; nearly all actives have a fitted effect of over 50% in size
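Yeast expressing TDP-43 (pregrown in raffinose, seeded at OD600=0.02 in galactose medium) exposed to compounds 24 hr at 30 deg C. Growth read by BacTiter-Glo luminescence; rescue of toxicity appears as increased signal.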
KB-V1 MDR tox: KB-V1 MDR subline cytotoxicity | 3.4% of 400,000 active | KB-V1 MDR cells viability, CellTiter-Glo, 72 h | Potency, µM (series often up to 46.1 µM), inactives show at the top dose activity change, negative = cytotoxicity, actives largely listed as cytotoxic | AID 1347076; also: % is scaled to controls: 0 for no effect and ±100 for the full control effect; nearly all actives have a fitted effect of over 60% in size
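KB-V1 MDR subline cells in DMEM (phenol-red free, 10% FBS) exposed to compounds in qHTS concentration series for 72 h at 37 degrees C. Viability read by CellTiter-Glo luminescence; concentration-effect curves fitted after normalization and correction.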
HEK293 tox: cytotoxic in the GLP-1 receptor inverse agonist counter-screen; HEK293 cAMP-luciferase reporter cells, luminescence, 24 h; Potency, µM (doses to about 38.3 µM), without a hit: top-dose activity change, negative = inhibition, actives largely listed as inhibitors; 0.13% of 410,000 active;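 also: loss of luciferase light is scored as toxicity; % is scaled to controls: 0 for no effect and ±100 for the full control effect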
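Seeding density was 200 cells/uL; after overnight-length (12 h) culture, 23 nL compounds went on for 24 h at 37 °C. Readout used a luciferase detection reagent, luminescence taken after 12 min at room temperature.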
Active calls of the source: *; ? = inconclusive; · = no result given; [ ] = dose if it differs, or a comment. Calls follow the shape of the dose curve; as a rule, active = well fitted curve in the direction sought with a large enough effect; inconclusive = small, poorly fitted or top-dose-only effect, or another doubt; inactive = no such curve, though single readings can be large; an effect the other way counts as inactive or inconclusive. Potency is read from the fitted curve at half-maximal effect.

Start of the data: the first nine entries, to show the layout:
1. C/C(=N\NC(=O)c1nn(C)cc1Br)c1cccc(NC(=O)C(C)(C)C)c1
2. N=C1C(=O)OCC1c1ccccc1NC(=O)Nc1ccccc1 (stereo not given)
3. Cc1ccc(-c2cc(C(=O)NCc3cccs3)no2)cc1
4. CCCCn1cnc2c(cnn2-c2ccc(Cl)cc2)c1=O
5. COc1ccc(OCC(=O)N2c3ccccc3CCc3ccccc32)cc1
6. CCc1nnc(NC(=O)CSc2nnc(CNC(=O)c3ccccc3)o2)s1
7. COC(=O)c1ccccc1NC(=O)Cn1cc2c(n1)CCC(C)C2 (stereo not given)

compound no.	1	2	3	4	5	6	7
GLP-1R agonist	-1%	2%	-13%	-1%	-3%	1%	8%
SW480 rereplic	-3%	-5%	1%	-7%	·	·	-2%
GLP1R inv ag	5%	-27%	7%	13%	4%	13%	15%
HT1080NT lethal	18%	-5%	4%	7%	11%	-4%	2%
KB-3-1 cytotox	12%	1%	-6%	-26%	6%	-1%	-8%
HT1080 IDH1KD tx	19%	-1%	4%	-1%	-2%	0%	4%
TDP-43 yeast inh	21%	1%	-17%	-8%	8%	12%	17%
KB-V1 MDR tox	13%	?	-2%	?	-19%	-12%	-3%
HEK293 tox	-10%	3%	4%	11%	?	3%	5%

8. CC(=O)c1ccc(S(=O)(=O)Nc2cccc(-c3ccc(N4CCCC4)nn3)c2)cc1
9. COc1ccc(NC(=O)c2nc3ccccc3s2)cc1

compound no.	8	9
GLP-1R agonist	·	-3%
SW480 rereplic	·	-691%[inhibitor]
GLP1R inv ag	0%	?
HT1080NT lethal	·	0%
KB-3-1 cytotox	1%	-25%
HT1080 IDH1KD tx	·	-7%
TDP-43 yeast inh	10%	-14%
KB-V1 MDR tox	-4%	7%
HEK293 tox	4%	34%[activator]

The whole of this part, previewed entries included:
1. C/C(=N\NC(=O)c1nn(C)cc1Br)c1cccc(NC(=O)C(C)(C)C)c1
2. N=C1C(=O)OCC1c1ccccc1NC(=O)Nc1ccccc1 (stereo not given)
3. Cc1ccc(-c2cc(C(=O)NCc3cccs3)no2)cc1
4. CCCCn1cnc2c(cnn2-c2ccc(Cl)cc2)c1=O
5. COc1ccc(OCC(=O)N2c3ccccc3CCc3ccccc32)cc1

compound no.	1	2	3	4	5
GLP-1R agonist	-1%	2%	-13%	-1%	-3%
SW480 rereplic	-3%	-5%	1%	-7%	·
GLP1R inv ag	5%	-27%	7%	13%	4%
HT1080NT lethal	18%	-5%	4%	7%	11%
KB-3-1 cytotox	12%	1%	-6%	-26%	6%
HT1080 IDH1KD tx	19%	-1%	4%	-1%	-2%
TDP-43 yeast inh	21%	1%	-17%	-8%	8%
KB-V1 MDR tox	13%	?	-2%	?	-19%
HEK293 tox	-10%	3%	4%	11%	?

6. CCc1nnc(NC(=O)CSc2nnc(CNC(=O)c3ccccc3)o2)s1
7. COC(=O)c1ccccc1NC(=O)Cn1cc2c(n1)CCC(C)C2 (stereo not given)
8. CC(=O)c1ccc(S(=O)(=O)Nc2cccc(-c3ccc(N4CCCC4)nn3)c2)cc1
9. COc1ccc(NC(=O)c2nc3ccccc3s2)cc1
10. COC(=O)C=C1CCC2C3CCC4=CC(=O)C(Br)CC4(C)C3C(=O)CC12C (stereo not given)

compound no.	6	7	8	9	10
GLP-1R agonist	1%	8%	·	-3%	-5%
SW480 rereplic	·	-2%	·	-691%[inhibitor]	?
GLP1R inv ag	13%	15%	0%	?	?
HT1080NT lethal	-4%	2%	·	0%	-11%
KB-3-1 cytotox	-1%	-8%	1%	-25%	?
HT1080 IDH1KD tx	0%	4%	·	-7%	-15%
TDP-43 yeast inh	12%	17%	10%	-14%	5%
KB-V1 MDR tox	-12%	-3%	-4%	7%	?
HEK293 tox	3%	5%	4%	34%[activator]	7%

11. Cc1ccc2nc(NC(=O)c3cccc(-c4cc5ccccc5oc4=O)c3)sc2c1
12. Cc1ccc(NC(=O)CCCCCCCCCCC2COCCO2)c(C)c1 (stereo not given)
13. Cc1cc(C)c2c(c1)/C(=N/Nc1ccc(S(N)(=O)=O)cc1[N+](=O)[O-])CCC2
14. CC(C)C1C(=O)Nc2ccc(S(=O)(=O)NCCc3ccc(Cl)cc3)cc21 (stereo not given)
15. Cc1cccc(Cn2c(SCc3ccc(C(=O)NCc4ccccc4F)cc3)nc3ccncc32)c1

compound no.	11	12	13	14	15
GLP-1R agonist	4%	-3%	-8%	4%	·
SW480 rereplic	-2%	?	-7%	·	·
GLP1R inv ag	0%	13%	14%	-24%	?
HT1080NT lethal	?	12%	-8%	·	·
KB-3-1 cytotox	12%	-32%	0%	-6%	-12%
HT1080 IDH1KD tx	?	11%	-5%	·	·
TDP-43 yeast inh	-17%	4%	5%	12%	17%
KB-V1 MDR tox	?	18µM*	?	-27%	10%
HEK293 tox	?	14%	6%	0%	-1%

16. O=C(O)C/C(=C\c1ccc(N2CCOCC2)c([N+](=O)[O-])c1)c1nc2ccccc2s1
17. CCN(c1ccc(NS(=O)(=O)c2cc(Cl)ccc2Cl)cc1)C(C)C
18. COC(=O)c1ccc(NC(=O)CN2C(=O)c3ccccc3S2(=O)=O)cc1
19. CCc1ccc(CNCc2cccnc2)cc1
20. CCc1c(O)nc(SCC(=O)Nc2ccccc2OC)[nH]c1=O

compound no.	16	17	18	19	20
GLP-1R agonist	5%	-1%	6%	2%	-11%
SW480 rereplic	-2%	?	0%	-2%	-2%
GLP1R inv ag	39%[activator]	11µM*	-10%	-9%	6%
HT1080NT lethal	-14%	?	-6%	1%	3%
KB-3-1 cytotox	-3%	?	-1%	2%	?
HT1080 IDH1KD tx	-1%	?	1%	1%	19%
TDP-43 yeast inh	-45%[inhibitor]	13%	-20%	-11%	-14%
KB-V1 MDR tox	?	?	14%	0%	-5%
HEK293 tox	-30%	10%	10%	-4%	2%

21. CCc1ccc(-n2nc3ccc(NC(=O)c4ccc5c(c4)OCO5)cc3n2)cc1
22. O=C(CSc1nncn1-c1ccccc1)Nc1ccccc1F
23. CCc1ccc(S(=O)(=O)c2nnn3c2nc(N2CCN(CC)CC2)c2sccc23)cc1
24. COc1ccc(-n2nc(C(=O)N3CCC(C#N)CC3)c3c4ccccc4n(C)c3c2=O)cc1
25. COc1ccc(CN2C(=O)C(CC(=O)NC(c3ccccc3)c3ccccc3)CC(C(=O)N(C(C)C)C(C)C)=C2C)cc1 (stereo not given)

compound no.	21	22	23	24	25
GLP-1R agonist	-11%	2%	·	-4%	1%
SW480 rereplic	?	?	·	-2%	·
GLP1R inv ag	3%	8%	10%	1%	?
HT1080NT lethal	-24%	3%	·	5%	-15%
KB-3-1 cytotox	9%	0%	4%	2%	-28%
HT1080 IDH1KD tx	?	13%	·	-3%	-8%
TDP-43 yeast inh	-1%	-6%	8%	4%	23%
KB-V1 MDR tox	-1%	-15%	-11%	2%	?
HEK293 tox	7%	-7%	1%	-7%	-37%

26. CCc1noc(C)c1C(=O)N(C)CC(=O)Nc1ccccc1Br
27. Cc1cccc(NC(=S)N(CCN2CCOCC2)Cc2ccccc2F)c1
28. Cc1ccc(S(=O)(=O)N2CCN(C)CC2)cc1
29. CC(C)N=c1scc(-c2ccco2)n1/N=C/c1ccc(O)c(O)c1
30. CCc1ccc(OCCCC(=O)Nc2nccs2)cc1

compound no.	26	27	28	29	30
GLP-1R agonist	-2%	7%	-4%	24%	8%
SW480 rereplic	-11%	-9%	2%	3%	-3%
GLP1R inv ag	7%	?	15%	12%	0%
HT1080NT lethal	0%	1%	1%	-9%	-16%
KB-3-1 cytotox	22%	1%	1%	0%	-22%
HT1080 IDH1KD tx	1%	-15%	-1%	-22%	-17%
TDP-43 yeast inh	3%	14%	-13%	?	10%
KB-V1 MDR tox	-25%	?	-12%	?	-28%
HEK293 tox	-5%	?	-2%	-26%	5%

31. CC/C(CC(=O)C(F)(F)F)=N\NC(=O)/C(C#N)=C/N(C)C
32. COC(=O)N/N=C(\C)c1ccccc1OC(F)F
33. O=C(NC1CCCc2ccccc21)C1CCN(c2c3c(nc4ncnn24)CCC3)CC1 (stereo not given)
34. O=C(CCN1C(=O)C2C3C=CC(C3)C2C1=O)NCC1CCCO1 (stereo not given)
35. C/C(CC1CC(C)(C)OC1=O)=N/Nc1nc(-c2ccccc2)cs1 (stereo not given)

compound no.	31	32	33	34	35
GLP-1R agonist	2%	-6%	-2%	-12%	-3%
SW480 rereplic	-9%	-7%	5%	3%	-5%
GLP1R inv ag	8%	6%	-15%	1%	?
HT1080NT lethal	1%	11%	2%	0%	-8%
KB-3-1 cytotox	6%	10%	1%	3%	-3%
HT1080 IDH1KD tx	5%	4%	-21%	4%	-20%
TDP-43 yeast inh	14%	17%	-7%	5%	12%
KB-V1 MDR tox	?	2%	21µM*	6%	?
HEK293 tox	3%	-4%	-8%	-5%	-11%

36. Cc1ccc(C(=O)NCCNC(=O)c2ccc(F)cc2)cn1
37. c1ccc(Sc2nc(N3CCCCC3)nc(N3CCCCC3)n2)nc1
38. O=C(CC1CCCC1)N1CCN(S(=O)(=O)c2c(F)cccc2F)CC1
39. CCC(CC)C(=O)Nc1nnc(S(=O)(=O)Nc2ccccc2C)s1
40. CCCn1c(-c2cccs2)nc2nc3ccccc3nc21
41. COc1cc(Cl)ccc1OCc1cc(C(=O)N(C)C2CCOC2)no1 (stereo not given)
42. CCOC(=O)C1=C(C)N(CCCC(=O)O)C(=O)NC1c1ccc2ccccc2c1 (stereo not given)
43. CCCOC(=O)c1ccc(NC(=O)CC(C)(C)C)cc1

compound no.	36	37	38	39	40	41	42	43
GLP-1R agonist	4%	4%	0%	0%	19%	5%	-1%	7%
SW480 rereplic	4%	12%	·	9%	3%	-25%	5%	7%
GLP1R inv ag	4%	?	3%	?	0%	6%	25%	?
HT1080NT lethal	-4%	4%	4%	3%	2%	6%	15%	-7%
KB-3-1 cytotox	-6%	-5%	2%	3%	-15%	2%	2%	-7%
HT1080 IDH1KD tx	-5%	2%	4%	-2%	2%	13%	17%	-12%
TDP-43 yeast inh	-18%	16µM*	28%	22%	?	26%	8%	2%
KB-V1 MDR tox	-10%	?	1%	3%	-15%	0%	11%	17%
HEK293 tox	?	-11%	9%	-4%	176%[activator]	-20%	1%	-9%
